NadD inh – inhibitors of S. aureus NadD, primary screen, biochemical, colorimetric, uHTS; hit rate 0.78% among 360,000; inhibition, % at 20 µM; AID 602399, 2012; purified NadD enzyme, colorimetric absorbance read-out; in the data active = inhibition above about 26%; also: some compounds past the cut are filed as inactive
SUMO1 PPI mod – modulators of SUMO1 protein-protein interactions, primary screen, biochemical, uHTS; inhibition, % at 20 µM; AID 602429, 2012; Small ubiquitin-related modifier 1 (Homo sapiens), P63165; hit rate 0.33% among 360,000; SUMO1 binding to a labelled peptide, TR-FRET, 1 h; in the data active = inhibition above about 37%
STEP inh – STEP phosphatase inhibitors, primary screen, biochemical, fluorescence intensity, uHTS | Tyrosine-protein phosphatase non-receptor type 5 (Homo sapiens), P54829 | AID 588621, 2011 | recombinant STEP, OMFP fluorogenic substrate | inhibition, % at 20 µM | hit rate 0.25% among 360,000;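 active = inhibition at 20 µM, scaled per plate between control wells, above about 37%, limit read from the data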;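 also: 0% = DMSO with enzyme and substrate and 100% = substrate only without enzyme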
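Measure: Control-normalized % inhibition with plate pattern correction | Test system: STEP phosphatase, cell-free reaction | Medium: pH 6.0 Bis-Tris with DTT and Tween 20 | Technique: Fluorescence, 480/540 nm | Times: Reaction 20 min, ambient temperature | Doses: Single compound dose of 20 µM, 1% DMSO final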
Neddylation inh – inhibitors of cullin neddylation, primary screen, biochemical, TR-FRET, uHTS, NAE and Ubc12 | NEDD8-conjugating enzyme Ubc12 (Homo sapiens) + NEDD8-activating enzyme E1 regulatory … | hit rate 0.58% among 360,000 | calls only at 25 µM; in the data active = inhibition above about 36%
CSN inh – inhibitors of CSN-mediated cullin deneddylation, primary screen, biochemical, fluorescence polarization, uHTS; COP9 signalosome complex subunit 5 (Homo sapiens), Q92905; Purified CSN, SCF-Nedd8-OG deneddylation; inhibition, % at 12.5 µM; hit rate 0.38% among 360,000;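 active = pattern-corrected inhibition above about 35%, with an unprinted fluorescence ratio check between 0.5 and 1.5, limit read from the data, passing the limit was not always enough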;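 also: 0% = enzyme with substrate and 100% = substrate without enzyme; some results filed as inactive read as strong as hits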
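test system = HEK293T-derived human Csn5 enzyme | amount = 0.24 nM Csn5 enzyme, final concentration | medium = Tris/NaCl/DTT buffer, pH 7.5 | schedule = 90 min reaction at room temperature | signal = FP | evaluation = inhibition of Csn5 cleavage, % | compound dosing = single dose of 12.5 µM compound with 0.25% DMSO | probe or stimulus = 10 nM SCFSkp2-Nedd8OG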
Rpn11 inh – Rpn11 (PSMD14) deubiquitinase inhibitors, primary screen, biochemical, fluorescence polarization, uHTS. 26S proteasome non-ATPase regulatory subunit 14 (Homo sapiens), O00487. human 26S proteasome, Ub4-pepOG fluorescence polarization; 20S core pre-blocked with epoxomicin. calls only at 20 µM. hit rate 0.59% among 360,000;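 active = inhibition at 20 µM, scaled to each plate's controls, above about 33%, limit read from the data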
DNMT1 inh – human DNMT1 methyltransferase inhibitors, primary screen, biochemical, molecular beacon, fluorescence, HinP1I cleavage, uHTS; DNA (cytosine-5)-methyltransferase 1 (Homo sapiens), P26358; AID 588458, 2011; inhibition (reported as % activation of signal), % at 10 µM; hit rate 0.83% among 360,000; in the data active = inhibition above about 50%
Scp1 inh – Scp-1 phosphatase inhibitors, primary screen, biochemical, colorimetric, uHTS. Carboxy-terminal domain RNA polymerase II polypeptide A small phosphatase 1 (Homo …. Recombinant Scp1, phosphopeptide, malachite green phosphate absorbance. inhibition, % at 20 µM. hit rate 0.88% among 340,000. AID 493091, 2011;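 active = inhibition above about 50% at 20 µM, limit read from the data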;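 also: plate controls were DMSO wells with enzyme for no effect and wells lacking enzyme for full effect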
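Incubation: 45 min enzyme reaction at room temperature / System: truncated SCP-1 phosphatase (76-261aa) / Reagent: Phospho 17-mer peptide substrate / Buffer or medium: Acidic Tris acetate buffer with magnesium and detergent / Signal: absorbance at 630 nm / Doses: one concentration, 20 µM, with 1.0% DMSO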
LMPTP block – LMPTP phosphatase inhibitors, primary screen, biochemical, fluorescence intensity, uHTS | inhibition, % at 20 µM | Low molecular weight phosphotyrosine protein phosphatase (Homo sapiens), P24666 | hit rate 0.22% among 360,000 | recombinant LMPTP-A, OMFP fluorogenic substrate;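 active = compounds that cut the enzyme signal by at least half of the control window in the single-dose screen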;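 also: plate controls were DMSO wells with enzyme plus substrate for no effect and substrate without enzyme for full effect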
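Material: LMPTP-A; amount: 0.625 nM enzyme; doses: single 20 µM dose; times: reaction 50 min, room temperature, dark; technique: fluorescence intensity of OMFP turnover product; benchmarks: no-enzyme and uninhibited controls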
Rin1 Abl inh – inhibitors of Rin1-Abl protein binding, primary screen, biochemical, TR-FRET. Tyrosine-protein kinase ABL1 (Homo sapiens) + Ras and Rab interactor 1 (Homo sapiens), …. inhibition, % at 7.35 µM. hit rate 0.4% among 360,000; in the data active = inhibition above about 5%, passing the limit was not always enough
Target sequence (P00519 whole entry, looked up): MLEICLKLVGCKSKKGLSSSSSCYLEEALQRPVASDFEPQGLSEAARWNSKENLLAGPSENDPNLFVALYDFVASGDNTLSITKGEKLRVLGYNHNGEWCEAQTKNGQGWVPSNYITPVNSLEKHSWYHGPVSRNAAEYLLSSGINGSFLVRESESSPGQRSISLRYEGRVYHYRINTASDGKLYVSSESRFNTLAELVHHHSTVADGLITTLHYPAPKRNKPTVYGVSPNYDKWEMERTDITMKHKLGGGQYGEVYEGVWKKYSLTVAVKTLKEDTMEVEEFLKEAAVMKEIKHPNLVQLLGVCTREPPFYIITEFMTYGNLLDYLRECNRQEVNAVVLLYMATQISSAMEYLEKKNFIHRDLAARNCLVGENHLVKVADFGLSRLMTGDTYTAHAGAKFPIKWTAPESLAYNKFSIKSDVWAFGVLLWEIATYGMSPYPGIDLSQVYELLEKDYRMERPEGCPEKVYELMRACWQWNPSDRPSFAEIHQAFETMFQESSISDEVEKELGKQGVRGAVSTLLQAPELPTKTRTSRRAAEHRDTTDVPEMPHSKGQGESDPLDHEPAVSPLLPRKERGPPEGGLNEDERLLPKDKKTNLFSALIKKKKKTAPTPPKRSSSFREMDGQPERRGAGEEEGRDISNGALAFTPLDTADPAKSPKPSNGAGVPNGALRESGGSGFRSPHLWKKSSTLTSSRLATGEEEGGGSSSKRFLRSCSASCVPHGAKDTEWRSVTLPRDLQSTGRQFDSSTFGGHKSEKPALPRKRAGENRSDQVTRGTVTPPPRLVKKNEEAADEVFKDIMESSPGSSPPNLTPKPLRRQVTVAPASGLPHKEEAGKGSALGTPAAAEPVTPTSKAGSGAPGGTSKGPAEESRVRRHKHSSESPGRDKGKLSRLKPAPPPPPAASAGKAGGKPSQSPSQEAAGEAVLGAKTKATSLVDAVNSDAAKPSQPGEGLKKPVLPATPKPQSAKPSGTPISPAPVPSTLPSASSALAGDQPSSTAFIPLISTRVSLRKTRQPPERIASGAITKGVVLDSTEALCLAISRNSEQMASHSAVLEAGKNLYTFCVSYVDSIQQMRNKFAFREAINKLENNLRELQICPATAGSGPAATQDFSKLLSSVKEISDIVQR
Target sequence (Q13671 whole entry, looked up): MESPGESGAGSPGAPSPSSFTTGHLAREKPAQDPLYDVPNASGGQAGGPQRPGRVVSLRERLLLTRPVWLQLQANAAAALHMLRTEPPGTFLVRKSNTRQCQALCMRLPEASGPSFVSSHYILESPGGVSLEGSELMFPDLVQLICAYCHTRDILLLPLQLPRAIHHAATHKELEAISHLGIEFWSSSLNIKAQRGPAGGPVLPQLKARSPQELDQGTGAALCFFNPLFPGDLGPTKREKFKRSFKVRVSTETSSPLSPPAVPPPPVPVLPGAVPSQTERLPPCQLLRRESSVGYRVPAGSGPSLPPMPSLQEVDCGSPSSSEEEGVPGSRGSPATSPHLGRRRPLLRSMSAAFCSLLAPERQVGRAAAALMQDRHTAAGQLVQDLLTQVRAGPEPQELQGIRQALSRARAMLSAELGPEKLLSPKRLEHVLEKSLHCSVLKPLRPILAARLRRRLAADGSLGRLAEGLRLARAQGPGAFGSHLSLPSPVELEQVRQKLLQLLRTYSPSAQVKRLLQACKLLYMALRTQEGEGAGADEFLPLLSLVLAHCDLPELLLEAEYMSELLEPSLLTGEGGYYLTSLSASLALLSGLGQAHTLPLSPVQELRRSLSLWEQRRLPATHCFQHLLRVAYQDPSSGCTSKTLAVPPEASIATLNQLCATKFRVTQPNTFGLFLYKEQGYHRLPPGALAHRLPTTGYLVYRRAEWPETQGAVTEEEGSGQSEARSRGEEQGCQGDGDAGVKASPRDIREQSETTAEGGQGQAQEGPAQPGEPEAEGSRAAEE
Active calls of the source: *; i = inactive; x = no result given.

SMILES	NadD inh	SUMO1 PPI mod	STEP inh	Neddylation inh	CSN inh	Rpn11 inh	DNMT1 inh	Scp1 inh	LMPTP block	Rin1 Abl inh
Cc1c(NC(=O)/C=C/c2cccs2)c(=O)n(-c2ccccc2)n1C	-4	-7	1	i	-5	i	2	-6	-1.2	-4
N#CC(C(=O)O)=C1CCCC1	2	-2	-4	i	-5	i	-1	-2	-0.5	1
COc1ccc(S(=O)(=O)Nc2ccc3ccccc3c2)cc1C	-10	-5	-5	i	3	i	-7	28	3.6	0
CC(=O)N1N=C(c2ccccc2)OC1(C)CC(=O)Nc1ccccc1 (centres undefined)	0	5	2	i	-4	i	-1	-4	0.6	5
CC1(Cc2ccc(Cl)cc2)C(=O)Nc2c(Cl)ccc(Cl)c21 (centres undefined)	-1	2	0	i	-2	i	11	x	1.4	4
Cc1ccc(NC(=O)C2(S(=O)(=O)c3ccc(C)cc3)CC2)cc1	-6	5	-1	i	-4	i	-5	-7	-0.6	-4
O=C(COC(=O)c1ccc(S(=O)(=O)Nc2ccccc2)cc1)NCCC1=CCCCC1	-1	0	1	i	6	i	-4	-5	2.4	0
CC(NC(=O)c1ccc(S(C)(=O)=O)cc1)c1cccc2ccccc12 (centres undefined)	-1	-1	-3	i	3	i	-1	-10	0.3	-1
COc1ccc(C(=O)n2cnc(N)n2)cc1	-2	-1	-2	i	-3	i	1	-7	-1.3	-4
CCOc1ccc(/C=C/C(=O)c2ccc(-c3ccccc3)cc2)cc1	2	0	3	i	-11	i	8	-6	0.7	4
O=C1NC(=O)C(Cc2ccc(Cl)cc2)(c2ccccc2)N1 (centres undefined)	-1	6	-2	i	-2	i	5	-8	-1.9	-1
C[C@@H](NC(=O)[C@@H]1Cc2ccccc2CN1C(=O)OC(C)(C)C)C(=O)NC1CCCCC1	-5	-4	-3	i	-5	i	-2	-6	-0.6	-3
COCCN(C(=O)CSc1ncccn1)c1c(N)n(Cc2ccccc2)c(=O)[nH]c1=O	-3	-1	1	i	-2	i	2	5	-1.8	-2
CC(=O)Nc1ccc(NC(=O)CSc2ncc(C(=O)Nc3ccc(F)cc3)c(=O)n2C)cc1	0	-3	5	i	3	i	-1	4	0.3	3
C/C(=N\Nc1ccc(Cl)c(C(=O)O)c1)c1ccc(Br)s1	-6	19	5	i	1	i	13	14	0.0	-3
Cc1ccc(NC(=O)CN(C)C(=O)c2ccc(-n3cncn3)c([N+](=O)[O-])c2)cc1	-1	-23	2	i	5	i	-4	-3	0.7	0
CCC(C)NS(=O)(=O)c1ccc(NC(=O)C2CCN(C(=O)c3ccco3)CC2)cc1 (centres undefined)	-4	6	2	i	1	i	-1	-2	-0.2	3
CCn1c(SCc2nc3ccccc3[nH]2)nnc1-c1ccccc1OC	0	1	2	i	6	i	-3	-2	-1.5	1
O=C1C(=O)N(CCN2CCOCC2)C(c2ccccn2)/C1=C(/O)c1ccc(F)cc1 (centres undefined)	-2	-7	1	i	10	i	-2	0	-3.5	-3
CC(=O)Nc1cc[n+](CC(=O)c2ccc(Cl)cc2)cc1	-6	1	2	i	-2	i	5	-1	-0.3	0
N#Cc1c(NC(=O)COC(=O)C2CC3C=CC2C3)oc(-c2ccccc2)c1-c1ccccc1 (centres undefined)	-1	-3	3	i	7	i	-5	-10	1.1	0
CCSc1cnn(-c2ccccc2)c(=O)c1SCC	2	-10	0	i	1	i	6	2	-0.9	-6
OC(c1ccccc1)C(O)C(c1ccccc1)N1CCCCC1 (centres undefined)	-2	0	1	i	6	i	0	-8	0.7	1
COC(=O)c1ccc2c(C)c(C3(O)CCCCC3)[nH]c2c1	-9	2	1	x	1	i	0	-15	0.6	1
CCC1Nc2ncnc(N3CCN(c4ccccc4)CC3)c2N(Cc2ccc(C)cc2)C1=O (centres undefined)	5	-2	-2	i	2	i	-6	-2	0.9	1
SMILES	NadD inh	SUMO1 PPI mod	STEP inh	Neddylation inh	CSN inh	Rpn11 inh	DNMT1 inh	Scp1 inh	LMPTP block	Rin1 Abl inh
Cn1ccnc1SCC(=O)Nc1cc(S(=O)(=O)N2CCOCC2)ccc1Cl	-2	-2	0	i	3	i	-3	-8	-1.6	0
O=C(Cc1ccccc1F)Nc1ccccc1N1CCCC1	1	3	3	i	1	i	-2	-5	1.5	2
COc1ccc(NC(=O)c2ccc3c(c2)NC(=O)CS3)cc1S(=O)(=O)Nc1ccc(Br)cc1	0	16	3	i	5	i	-2	-4	0.9	0
COc1ccc(NC(=S)N(CCN2CCOCC2)C2CCN(C(C)=O)CC2)cc1Cl	2	5	16	i	3	i	2	6	-1.8	1
Cc1cccc(C(=O)NCCC(=O)Nc2ccc(F)c([N+](=O)[O-])c2)c1	-1	-31	-1	i	-5	i	4	4	1.9	5
O=C(COC(=O)/C=C/c1ccco1)NC1CCCCC1	-9	-10	0	i	6	i	26	31	1.0	4
COc1ccc(C(CNC(=O)C(C)(C)Oc2ccc(Cl)cc2)N2CCCCC2)cc1 (centres undefined)	-13	-17	-3	i	4	i	2	-9	-9.0	3
Nc1cc(C(=O)O)ccc1N1CCCCCC1	-5	1	2	i	-4	i	-1	0	-0.6	-3
COC(=O)Nc1ccc(S(=O)(=O)N2CCCC(C(=O)N3CC(C)OC(C)C3)C2)cc1 (centres undefined)	-2	-4	1	i	-3	i	0	-3	0.2	-1
O=C(c1cccc(F)c1)N1CCN(Cc2ccc3c(c2)OCO3)CC1	-2	0	-2	i	6	i	-1	-10	-0.9	0
O=C(Nc1ccc(-c2csc(Nc3cccc(C(F)(F)F)c3)n2)cc1)c1ccccc1	14	4	-4	i	4	i	-38	-4	5.7	-3
CC(C)Cn1c(N)c(C(=O)COC(=O)CCNS(=O)(=O)c2ccccc2)c(=O)n(C)c1=O	-1	0	0	i	-2	i	3	-2	-0.5	4
CCOC(=O)C1CCN(C(=O)COC(=O)CCOc2ccc(C)cc2)CC1	5	-2	-5	i	-1	i	1	-9	0.4	0
O=C(c1n[nH]c(=O)c2ccccc12)N1CCN(c2ccc(F)cc2)CC1	-1	-2	-5	i	-2	i	1	3	-1.7	3
N=c1ncn(CC(O)CO)c2nc(N3CCOCC3)[nH]c12 (centres undefined)	-5	-3	-1	i	3	i	2	-6	6.4	1
O=C(CSc1nnc(-c2ccccc2)n1-c1ccccc1)NCc1ccco1	-1	-1	2	i	1	i	2	3	-0.7	1
CCOC(=O)C1=C(N)Oc2cc(O)ccc2C1c1ccc(Br)cc1 (centres undefined)	-2	6	-2	i	-2	i	-10	-7	2.8	0
Cc1c(NC(=O)/C(C#N)=C/c2ccc(-c3cccc(Cl)c3)o2)c(=O)n(-c2ccccc2)n1C	11	-4	3	i	6	i	-7	1	0.0	-3
O=C1CN(C(=O)COC(=O)CCC(=O)c2ccc(Cl)cc2)c2ccccc2N1	1	2	0	i	0	i	3	-12	-0.3	3
CC(NC(=O)c1ccccc1NS(=O)(=O)c1ccc(CCC(=O)O)cc1)c1ccccc1 (centres undefined)	-8	15	1	i	-1	i	4	-5	-0.8	1
COc1ccccc1OCC(=O)NCCSCc1ccccc1Cl	-2	1	0	i	-8	i	-1	-10	-0.4	2
O=C(Cn1c(=O)oc2ccccc21)Nc1n[nH]c(=S)s1	-2	6	-4	i	-2	i	1	2	-0.9	-3
OCCn1c(-c2ccc3c(c2)OCO3)csc1=Nc1ccccc1	1	3	1	i	3	i	-7	-2	0.0	-3
Brc1ccc2nc(CSc3ncn[nH]3)cn2c1	-2	-2	-10	i	-1	i	0	-2	-0.1	-3
COc1ccc(C2=Nn3c(nnc3C3CCCCC3)SC2)cc1OC	6	1	0	i	1	i	1	0	0.5	-5
CSc1cccc(NC(=S)N(CCC(C)C)C2CCN(C(C)=O)CC2)c1	-3	-2	26	i	-3	i	0	6	-0.7	0

A different layout for part of the listing above:
structure,NadD inh,SUMO1 PPI mod,STEP inh,Neddylation inh,CSN inh,Rpn11 inh,DNMT1 inh,Scp1 inh,LMPTP block,Rin1 Abl inh
Cn1ccnc1SCC(=O)Nc1cc(S(=O)(=O)N2CCOCC2)ccc1Cl,-2,-2,0,i,3,i,-3,-8,-1.6,0
O=C(Cc1ccccc1F)Nc1ccccc1N1CCCC1,1,3,3,i,1,i,-2,-5,1.5,2
COc1ccc(NC(=O)c2ccc3c(c2)NC(=O)CS3)cc1S(=O)(=O)Nc1ccc(Br)cc1,0,16,3,i,5,i,-2,-4,0.9,0
COc1ccc(NC(=S)N(CCN2CCOCC2)C2CCN(C(C)=O)CC2)cc1Cl,2,5,16,i,3,i,2,6,-1.8,1
Cc1cccc(C(=O)NCCC(=O)Nc2ccc(F)c([N+](=O)[O-])c2)c1,-1,-31,-1,i,-5,i,4,4,1.9,5
O=C(COC(=O)/C=C/c1ccco1)NC1CCCCC1,-9,-10,0,i,6,i,26,31,1.0,4
COc1ccc(C(CNC(=O)C(C)(C)Oc2ccc(Cl)cc2)N2CCCCC2)cc1 (centres undefined),-13,-17,-3,i,4,i,2,-9,-9.0,3
Nc1cc(C(=O)O)ccc1N1CCCCCC1,-5,1,2,i,-4,i,-1,0,-0.6,-3
COC(=O)Nc1ccc(S(=O)(=O)N2CCCC(C(=O)N3CC(C)OC(C)C3)C2)cc1 (centres undefined),-2,-4,1,i,-3,i,0,-3,0.2,-1
O=C(c1cccc(F)c1)N1CCN(Cc2ccc3c(c2)OCO3)CC1,-2,0,-2,i,6,i,-1,-10,-0.9,0

Assay outcomes: PubChem BioAssay, several laboratories
